KLK7 zymogen act – proKLK7 (human) activation, primary screen; 370,000 tested, 0.9% active; AID 652039; purified proKLK7, EDANS-DABCYL substrate fluorescence; 100% is mature enzyme control, 0% vehicle; activation, % at 7 µM; P49862;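 active means activation above the mean of all tested compounds plus 3 SD, computed per campaign excluding outliers beyond control limits, cut at about 13% in these data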
Target sequence (P49862 whole entry, looked up): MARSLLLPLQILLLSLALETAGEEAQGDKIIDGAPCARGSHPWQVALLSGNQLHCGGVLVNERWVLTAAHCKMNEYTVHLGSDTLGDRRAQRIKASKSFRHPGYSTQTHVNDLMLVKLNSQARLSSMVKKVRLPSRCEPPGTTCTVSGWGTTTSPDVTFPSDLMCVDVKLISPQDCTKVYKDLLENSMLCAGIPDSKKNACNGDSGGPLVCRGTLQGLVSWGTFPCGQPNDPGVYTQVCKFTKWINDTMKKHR
TDP2 inh – blocks human TDP2 phosphodiesterase activity; O95551; AID 720702; recombinant TDP2, T5PNP hydrolysis, p-nitrophenol absorbance 415 nm; 370,000 tested, 0.34% active; inhibition, % at 12.8 µM;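 active means inhibition above the mean of all tested compounds plus 3 SD, set per campaign, cut at about 25% in these data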;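 further: 0% = DMSO with enzyme and 100% = buffer with substrate but no TDP2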
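System – recombinant human TDP2 · Quantity – TDP2 enzyme at 120 nM final · Doses – single concentration, 12.8 µM nominal, with 1% DMSO · Incubation – 2 h at 37 °C · Measured by – epi absorbance of p-nitrophenol freed from T5PNP by hydrolysis · Read-out – % inhibition relative to enzyme-containing and enzyme-free wells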
ADAM10 inh – inhibitors of human ADAM10 | O14672 | recombinant ADAM10, EDANS/DABCYL FRET peptide cleavage, 3 h | inhibition, % at 7 µM | 370,000 tested, 0.62% active | AID 720582;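 active means inhibition above a per-campaign cutoff equal to the mean of compounds falling between control-based bounds plus 3 SD, cut at about 20% in these data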;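 further: 0% = DMSO wells while the 100% control is not disclosed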
ASAP1 GAP inh – blocks human ASAP1-stimulated Arf1 GTP hydrolysis | GDP FP detection | inhibition, % at 16.5 µM | 360,000 tested, 0.19% active; in the data active means inhibition above about 25%;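 further: 0% = vehicle with enzyme and substrate and 100% = no enzyme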
Tn7 DDE FP – disrupts Tn7 cyclic peptide binding to fibrin D-Dimer-E complex; inhibition, % at 8.3 µM; 370,000 tested, 0.13% active; FP displacement of FITC-Tn7 peptide from fibrin DD(E); 0% = median of compound wells per plate; P02675;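 active means inhibition above the mean of compounds falling within the control limits plus 3 SD of them, cut at about 14% in these data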;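 further: 0% = plate median of compound wells and 100% = 10 µM Aha-Tn7 peptide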
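Assay system: Fibrin-DD(E) protein isolated from polymerized human fibrin clots; read-out basis: percent inhibition; medium: Tris/NaCl/CaCl2 buffer, pH 7.8; signal: FP measurement; incubation: 10 min plus 3 h, room temperature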
LEDGF integ inh – blocks HIV-1 LEDGF/p75-dependent DNA integration; TR-FRET IN-LEDGF/p75 DNA integration, Eu/Cy5; AID 743269; inhibition, % at 3.7 µM; 370,000 tested, 0.64% active;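 active means inhibition above the screen-wide mean plus 3 SD, cut at about 13% in these data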;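 further: signal is the Cy5 over europium emission ratio at 671 and 618 nm; 0% = plate median of compound wells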
PLCg1 inh – PLC-gamma1 (human) inhibition, primary screen; purified PLC-gamma1, fluorogenic substrate, fluorescence; inhibition, % at 12.2 µM; 370,000 tested, 0.84% active; AID 720700; in the data active means inhibition above about 9.5%
ADAM17 inh – ADAM17 inhibition, QFRET primary screen. inhibition, % at 6.95 µM. recombinant ADAM17, EDANS/DABCYL FRET peptide cleavage. P78536. 370,000 tested, 0.83% active. AID 720648;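 active means inhibition above the mean of compounds lying between control limits plus 3 SD, set per campaign, cut at about 8.5% in these data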;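 further: 0% = DMSO-only wells as the low control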
Target sequence (P78536 215-824 limits assumed): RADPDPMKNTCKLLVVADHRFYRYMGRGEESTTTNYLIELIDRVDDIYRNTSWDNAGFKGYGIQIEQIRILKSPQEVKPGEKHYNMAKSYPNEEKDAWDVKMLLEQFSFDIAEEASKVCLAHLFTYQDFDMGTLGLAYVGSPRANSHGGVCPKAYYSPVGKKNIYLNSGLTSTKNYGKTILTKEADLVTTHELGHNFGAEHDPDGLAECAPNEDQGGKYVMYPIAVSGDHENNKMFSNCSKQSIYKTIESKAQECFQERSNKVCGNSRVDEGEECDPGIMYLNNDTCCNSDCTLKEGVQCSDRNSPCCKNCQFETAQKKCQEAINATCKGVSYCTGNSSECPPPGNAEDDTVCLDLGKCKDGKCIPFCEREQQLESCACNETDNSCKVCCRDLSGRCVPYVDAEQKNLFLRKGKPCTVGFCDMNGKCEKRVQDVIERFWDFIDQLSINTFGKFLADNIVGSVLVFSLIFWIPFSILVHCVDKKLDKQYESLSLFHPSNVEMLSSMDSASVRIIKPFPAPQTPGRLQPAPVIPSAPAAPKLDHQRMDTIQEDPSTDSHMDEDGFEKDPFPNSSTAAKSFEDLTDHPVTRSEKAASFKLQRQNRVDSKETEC
ARFGAP1 inhibitor – rat ARFGAP1 inhibition; 360,000 tested, 0.26% active; inhibition, % at 16.5 µM; Arfgap1-stimulated ARF1 GTP hydrolysis, GDP FP detection;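 active means inhibition above a per-plate limit, mean inhibition of low control wells plus 3 SD, cut at about 25% in these data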;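 further: 0% = DMSO wells with enzyme and 100% = wells lacking Arfgap1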
Target sequence (Q62848 1-136 limits assumed): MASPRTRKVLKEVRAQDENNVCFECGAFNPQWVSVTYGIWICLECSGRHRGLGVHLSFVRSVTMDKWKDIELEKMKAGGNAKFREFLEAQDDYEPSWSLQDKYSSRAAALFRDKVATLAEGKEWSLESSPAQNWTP
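Material – truncated rat Arfgap1 GAP domain · Buffer or medium – HEPES-based buffer, pH 7.5 · Reagent – human ARF1(Δ1-17)-GTP substrate · Dosing – 16.5 µM single point, 1.26% DMSO · Schedule – GTP hydrolysis reaction 2 h at 25 °C · Technique – GDP detection by fluorescence polarization · Benchmarks – No-Arfgap1 wells (100%) versus DMSO full-reaction wells (0%) · Repeats – single replicate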
DDE Tn6 FP inh – DD(E)-Tn6 binding inhibition, primary FP screen; P02675; Fibrin DD(E) TRITC-Tn6 fluorescence polarization displacement; inhibition, % at 8.3 µM; 370,000 tested, 0.21% active; AID 720509;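 active means inhibition above a per-campaign cutoff: mean of compounds within control limits plus 3 SD, cut at about 15% in these data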;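 further: 0% = median of all compound wells on the plate and 100% = blocking peptide control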
Numbers without * were called inactive; i = inactive; . = no result given.

SMILES	KLK7 zymogen act	TDP2 inh	ADAM10 inh	ASAP1 GAP inh	Tn7 DDE FP	LEDGF integ inh	PLCg1 inh	ADAM17 inh	ARFGAP1 inhibitor	DDE Tn6 FP inh
CCOc1ccc(C(=O)Nc2ccc(C(=O)N3CCOCC3)cc2)c(OCC)c1	0.0	8.0	-7.8	7.8	-4.2	-4.1	-2.9	-2.6	11.6	-2.9
CC(C)(O)C(=O)NN(Cc1ccccc1)c1ccccc1	-0.9	3.1	1.0	-2.5	3.1	-3.3	-0.5	-0.7	-7.5	9.0
CCOC(=O)C1=CCN(S(=O)(=O)c2ccccc2Cl)C1c1cccc(F)c1 (stereo not drawn)	0.6	-13.0	-2.8	-11.3	-1.0	-2.0	1.3	5.5	9.0	8.2
Cc1[nH]nc2c1C(c1cccs1)C1=C(CC(C)(C)CC1=O)N2 (stereo not drawn)	3.5	8.6	-111.4	0.9	1.9	3.8	-58.9	-46.5	9.1	6.4
O=C(Nc1nccs1)c1ccc(CSc2ccccc2)o1	0.0	1.1	-0.4	1.4	2.8	-0.2	-7.2	2.5	0.5	1.0
COc1ccc(Nc2nc(-c3sc(C)nc3C)cs2)c(OC)c1	0.2	0.5	5.0	21.7	-0.8	4.0	-10.8	0.3	-4.6	-2.7
CCN(CC)CCCNC(=S)N(Cc1cccnc1)Cc1cc2cc(C)cc(C)c2[nH]c1=O	0.8	-2.0	-54.6	13.3	-5.6	2.4	-2.5	-16.8	0.7	-7.7
O=C(NCCc1ccccc1)C(=O)NCC1OCCCN1S(=O)(=O)c1ccc(F)cc1 (stereo not drawn)	0.2	-2.6	-5.8	-4.7	3.2	0.2	1.2	-1.6	-1.9	1.7
CC1CCC2C(=O)N(c3ccc(C(=O)NCc4ccccc4)cc3)C(=O)C2C1 (stereo not drawn)	0.5	1.6	10.5	-1.1	-3.2	1.2	2.4	4.9	7.1	4.7
N=c1oc2ccccc2cc1C(=O)N/N=C/c1ccccc1	-0.3	-0.7	-5.3	1.2	-4.1	0.6	-5.3	-3.2	7.7	-1.9
CCOC(=O)c1cc2sccc2n1Cc1ccccc1	-0.2	10.8	9.3	6.8	7.1	-2.2	-1.8	-2.7	-8.6	-2.6
ClCC1NCC(c2ccccc2Cl)c2c1[nH]c1ccccc21 (stereo not drawn)	1.4	-0.6	-4.7	-0.3	-0.4	4.6	-17.6	-1.7	4.1	2.5
Cc1nn(C)cc1C(C(=O)NC1CCCCC1)N(C(=O)Cn1nnc2ccccc21)c1ccc(F)cc1 (stereo not drawn)	0.1	-4.5	0.3	5.7	-2.8	0.7	1.5	-1.9	-9.5	0.2
CC1(CCC#N)N=C(SCCC#N)N(c2ccccc2)C1=O (stereo not drawn)	0.2	-15.2	9.4	-12.8	5.5	-5.3	2.0	-3.1	8.8	0.1
c1cncc(-c2nc(-c3ccco3)cs2)c1	0.7	0.4	-27.2	-6.4	1.6	2.4	-20.3	-6.8	-6.5	2.1

Next part; it opens with the 5 that closed the last part.
SMILES	KLK7 zymogen act	TDP2 inh	ADAM10 inh	ASAP1 GAP inh	Tn7 DDE FP	LEDGF integ inh	PLCg1 inh	ADAM17 inh	ARFGAP1 inhibitor	DDE Tn6 FP inh
CCOC(=O)c1cc2sccc2n1Cc1ccccc1	-0.2	10.8	9.3	6.8	7.1	-2.2	-1.8	-2.7	-8.6	-2.6
ClCC1NCC(c2ccccc2Cl)c2c1[nH]c1ccccc21 (stereo not drawn)	1.4	-0.6	-4.7	-0.3	-0.4	4.6	-17.6	-1.7	4.1	2.5
Cc1nn(C)cc1C(C(=O)NC1CCCCC1)N(C(=O)Cn1nnc2ccccc21)c1ccc(F)cc1 (stereo not drawn)	0.1	-4.5	0.3	5.7	-2.8	0.7	1.5	-1.9	-9.5	0.2
CC1(CCC#N)N=C(SCCC#N)N(c2ccccc2)C1=O (stereo not drawn)	0.2	-15.2	9.4	-12.8	5.5	-5.3	2.0	-3.1	8.8	0.1
c1cncc(-c2nc(-c3ccco3)cs2)c1	0.7	0.4	-27.2	-6.4	1.6	2.4	-20.3	-6.8	-6.5	2.1
COc1ccccc1OCC(=O)Nc1ccc(S(=O)(=O)Nc2onc(C)c2C)cc1	0.2	3.6	-8.8	-4.0	5.1	2.6	-1.9	-2.2	-5.2	6.7
N#CCC(=O)Nc1ccc(C(=O)NNC(=O)CCN2CCN(c3ccccc3)CC2)cc1	-0.3	-0.4	-18.0	-3.5	6.2	0.3	-14.9	-5.4	-4.5	-2.8
COc1cccc(NC(=O)C(=O)NCCCN2CCCC2=O)c1	-0.1	0.9	-3.2	-1.0	3.9	-0.9	-0.5	-1.8	7.3	2.4
COc1cc2c(cc1OC)CN(Cc1ccc(OC)c(C)c1OC)CC2	-0.5	5.7	-6.3	7.5	-0.3	2.3	-13.1	-4.8	6.5	-2.4
O=C(Cn1c(=O)oc2ccccc21)Nc1nc(-c2ccccc2)cs1	-0.1	3.3	-45.4	12.3	-6.2	-1.5	2.6	-1.4	6.1	0.4
O=S1(=O)c2ccc(N3CCCC3)cc2Oc2ccccc2CN1Cc1cn(Cc2ccc(Cl)cc2)nn1	0.4	-3.1	1.3	.	-4.3	-4.0	3.6	1.7	.	1.5
Cc1cc(NC(=O)c2ccccc2Cl)no1	0.2	0.6	-11.2	4.5	5.5	3.1	0.8	-1.1	2.3	-4.1
Cc1nc(CCN2C(=O)c3ccccc3C2=O)n[nH]1	-0.3	-3.2	-4.1	-11.2	7.7	-5.8	-2.4	-3.1	-6.2	-1.4
O=C(CNC(=O)c1ccccc1)OCC(=O)c1c[nH]c2ccccc12	1.2	6.8	-13.3	-11.4	4.0	-0.9	-1.6	-6.3	-1.8	0.8
COc1ccc(-c2cnc[nH]2)cc1	-0.3	7.0	0.6	-0.5	-3.0	1.5	1.3	-0.9	5.8	0.0
O=C(Nc1ccccc1Cl)C1CCN(S(=O)(=O)c2cccc3nonc23)CC1	0.3	7.7	-5.4	13.7	-6.2	-1.4	3.2	-2.9	-0.2	1.5
CCOC(=O)CN(c1cc([N+](=O)[O-])ccc1OC)S(C)(=O)=O	-0.1	2.8	4.3	-6.3	4.1	-3.9	-2.8	-3.8	-4.0	-5.9
NC(=O)C[N+]1(CC#CC(O)(c2ccccc2)c2ccccc2)CCCC1	0.2	-11.1	11.1	-22.1	-38.4	6.4	3.4	-2.5	-3.7	-19.8
Cc1ncc(C[n+]2csc(CCOC(=O)C34CC5CC(CC(C5)C3)C4)c2C)c(N)n1	0.3	1.9	-0.2	-6.4	6.8	-2.0	-0.4	-2.8	-5.9	3.4
O=C(COC(=O)c1cc([N+](=O)[O-])ccc1NCc1ccccc1Cl)NCC(F)(F)F	1.2	1.8	-7.0	-10.5	12.1	-1.7	0.4	0.1	10.1	-1.9
CC(Oc1cccc(Cl)c1)C(=O)N(C)CC(=O)Nc1ccc(N2CCOCC2)cc1 (stereo not drawn)	0.1	13.7	-5.7	10.0	-5.5	-1.0	-1.2	-1.8	-4.1	-3.4
OC(c1ccc(F)cc1)c1ncc(-c2ccc3ccccc3c2)[nH]1 (stereo not drawn)	0.3	-11.0	-38.3	4.6	-0.1	-0.2	-26.2	-4.4	5.8	-8.4
CC(=O)Nc1ccccc1C(=O)C(=O)Nc1ccccc1	-0.4	2.5	6.5	10.1	2.9	-4.4	-3.2	-0.1	7.8	2.7
Cn1nc(C(=O)NCC(c2cccs2)N2CCOCC2)c2ccccc2c1=O (stereo not drawn)	-0.3	3.5	-4.5	-9.3	5.3	1.0	0.3	-3.9	-3.9	-5.6
Cc1ccc(SCCC(=O)N2CCC(C(N)=O)CC2)cc1	-0.1	2.6	-6.8	22.0	7.4	1.2	-0.5	2.8	-1.2	6.3
CC(Sc1nncn1-c1ccccc1)C(=O)Nc1cccc([N+](=O)[O-])c1 (stereo not drawn)	-0.6	6.7	-2.4	6.1	5.3	-2.5	-0.6	-2.4	-2.6	3.9
O=C(N/N=C\c1cn[nH]c1-c1ccc(Cl)cc1)c1cccs1	-0.5	-15.6	-14.6	2.0	0.4	-0.4	-3.3	-7.0	-4.0	-2.7
CC(C)(C)C(=O)N1CCN(c2nc3ccccc3o2)CC1	-0.1	-10.9	1.5	-9.3	-5.9	0.1	2.7	-2.1	0.6	5.7
CCc1cccc(NC(=O)C2CCCN(c3ncnc4c3nc3n4CCCCC3)C2)c1 (stereo not drawn)	0.7	9.0	8.5	-3.9	-5.6	2.8	-0.2	3.4	-8.6	5.3
COc1ccc(OC)c(-c2csc(NC(=O)C3=NN(c4ccccc4)C(=O)CC3)n2)c1	-6.3	4.3	-0.7	4.9	-3.7	0.2	-12.8	4.9	4.2	-2.2
O=Cc1ccc(-c2cccc(C(=O)O)c2)o1	-1.1	-4.4	-16.9	-0.8	2.5	-3.3	0.0	-8.7	0.1	-3.2
O=C(NNS(=O)(=O)c1cc(Cl)cc(Cl)c1)c1sccc1-n1cccc1	0.3	3.5	2.2	-5.7	5.6	-2.4	-5.5	-2.7	-6.1	0.2
Cc1ccccc1-n1c(=O)c(C#N)cc2c(=O)n3ccccc3nc21	12.9*	-2.0	i	-4.5	-5.7	-3.0	-344.1	i	4.1	-10.1
CC1(C(=O)NS(=O)(=O)c2cccc(Cl)c2)CCN1C(=O)C1(c2ccccc2)CC1 (stereo not drawn)	0.7	6.6	-4.3	-1.4	-1.8	-0.6	-3.0	-2.8	7.5	-1.1
CN(C)c1ccc(P(=O)(OC2CCCCC2)C(O)c2cccnc2)cc1 (stereo not drawn)	-0.3	-8.8	1.4	3.2	7.0	3.2	-0.3	-0.2	8.5	0.8
O=C(CC(=O)N/N=C\c1ccc([N+](=O)[O-])cc1)NCCc1ccccc1	-0.1	3.8	2.3	-1.8	1.8	1.1	1.1	2.9	8.5	1.6
CCn1nc(C(=O)OCC(=O)N2CC(=O)Nc3ccccc32)c2ccccc2c1=O	0.4	-6.0	-8.0	5.6	0.5	-7.7	-0.3	-2.6	-3.2	-4.9
COc1cccc(C(=O)c2c(C)c(CCC#N)n3ccccc23)c1	0.3	6.4	7.6	-4.0	-3.5	0.5	-7.4	-1.3	-2.7	-6.8
COc1ccc(C=C(C(C)=O)C(=O)c2ccccc2)cc1	0.3	10.3	3.8	-11.0	1.2	0.0	0.5	0.8	2.7	10.6
CCn1c(=O)c2cc(C(=O)N(C)c3ccc(OC)cc3OC)sc2c2ccccc21	0.9	2.3	1.6	4.7	-5.9	1.6	2.6	-0.7	8.0	1.4
Cc1ccc(NC(=O)c2ccc(CSc3nnc(C)s3)cc2)cc1	-0.9	0.1	-1.7	5.8	-0.5	-2.0	-2.0	-5.5	-1.2	1.0
CC(C)(C)c1ccccc1OCCN1CCCC1	0.2	11.0	-18.8	2.4	-3.2	-1.4	2.5	-4.1	-19.9	0.1
